Screening results deposited in PubChem by National Center for Advancing Translational Sciences (NCATS).
p53null 32C kill = kills p53 null cells at the permissive temperature; Potency, µM (top dose mostly 46.1 µM), for the others: at the top dose activity change, negative = cytotoxicity, hits mostly cytotoxic; H1299-neo p53 null cells, ATP luminescence, 24 h, 32C; AID 903; 55,000 compounds, 0.62% hits;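 note: potency is the fitted concentration of half-maximal effect; 0% = DMSO only and -100% = full killing by 100 µM tamoxifen; nearly all actives have a fitted effect of over 55% in size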
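Cytotoxicity: H1299-neo (no p53), 32C, 24 h treatment. Concentrations up to 46 uM. Readout cellular ATP, luminescence. Normalization to DMSO basal and tamoxifen 100 uM maximal kill.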
p53null 39C kill = kills p53 null cells at the nonpermissive temperature; 55,000 compounds, 0.97% hits; Potency, µM (titrated, usually from 46.1 µM), for inactives: at the top dose activity, negative = cell killing, usual class: cytotoxic; AID 904; H1299 p53-null (neo) cells, 39C, ATPlite viability, 24 h;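 note: potency is the fitted concentration of half-maximal effect; 0% = DMSO only and -100% = full killing by 100 µM tamoxifen; nearly all actives have a fitted effect of over 50% in size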
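H1299 lung cancer cells, p53-null (H1299-neo) or expressing p53 A138V (H1299-p53A138V), were plated overnight at 37C, then exposed to compounds at up to 46 uM for 24 hr at 39C. Viability was read by ATP-based luminescence.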
GALK inh = inhibits human galactokinase; P51570; 44,000 tested, under 10 active; Potency, µM (doses to about 57.5 µM), for the others: top-dose activity, negative = inhibition, most hits filed as inhibitors; recombinant GALK, Kinase-Glo ATP luminescence, 1 h;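 note: plate controls were full GALK reaction for no effect and reaction lacking GALK for full effect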
Target sequence (P51570 whole entry, looked up): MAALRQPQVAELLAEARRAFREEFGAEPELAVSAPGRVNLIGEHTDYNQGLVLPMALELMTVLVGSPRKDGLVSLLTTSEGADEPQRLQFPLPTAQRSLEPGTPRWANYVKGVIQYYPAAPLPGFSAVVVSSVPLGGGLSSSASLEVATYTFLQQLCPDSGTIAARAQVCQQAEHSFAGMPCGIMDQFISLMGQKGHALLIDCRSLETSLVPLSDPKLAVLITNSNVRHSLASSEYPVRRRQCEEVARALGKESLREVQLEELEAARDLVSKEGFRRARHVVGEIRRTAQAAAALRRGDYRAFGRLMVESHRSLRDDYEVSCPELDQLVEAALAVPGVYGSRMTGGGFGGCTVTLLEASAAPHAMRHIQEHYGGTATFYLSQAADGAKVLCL
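Luminescent ATP-depletion readout (Kinase-Glo Plus, 10 min) after 1 h RT reaction of 5 nM GALK, 35 uM ATP, 100 uM galactose, pH 8.0 HEPES buffer. Decreased kinase activity scored as inhibition.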
PTAP-TSG101 blk = blocks PTAP binding to human TSG101, validation | 44,000 tested, under 10 active | Fluorescence polarization, FITC-PTAP peptide/Tsg101, 20 min | Q99816 | AID 1347069 | Potency, µM (highest dose often 115 µM), for the others: at the top dose activity change, negative = inhibition, usual class: inhibitors; note: potency is the fitted concentration of half-maximal effect; 0% is about no effect
Target sequence (Q99816 whole entry, looked up): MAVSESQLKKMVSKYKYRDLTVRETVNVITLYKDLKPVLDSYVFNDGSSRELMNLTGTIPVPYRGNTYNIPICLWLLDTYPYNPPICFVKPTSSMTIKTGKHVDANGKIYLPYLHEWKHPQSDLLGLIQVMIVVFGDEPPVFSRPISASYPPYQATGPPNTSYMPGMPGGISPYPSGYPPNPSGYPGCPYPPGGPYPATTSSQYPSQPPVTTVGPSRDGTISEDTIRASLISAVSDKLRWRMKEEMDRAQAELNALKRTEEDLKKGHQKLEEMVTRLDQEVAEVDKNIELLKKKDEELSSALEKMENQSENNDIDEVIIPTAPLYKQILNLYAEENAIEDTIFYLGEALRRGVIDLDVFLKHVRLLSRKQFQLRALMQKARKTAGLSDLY
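qHTS FP binding, 20 min r.t.: 10 uM Tsg101 domain + 50 nM FITC-PTAP peptide, pH 7.5 HEPES buffer with TCEP and EDTA.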
FH mod = Identification of activators of human fumarate hydratase by quantitative high-throughput screening; Potency, µM (top dose mostly 79.9 µM), for inactives: top-dose activity change, negative = inhibition, actives largely listed as inhibitors; 54,000 compounds, 0.22% hits; FH coupled MDH/diaphorase resazurin fluorescence, 15 min; AID 1347055, 2019; note: potency is the fitted concentration of half-maximal effect; % is set by controls: 0 for no effect and ±100 for the full control effect; the screen sought activators but most active calls are inhibition curves; nearly all actives have a fitted effect of over 45% in size
B2AR arrestin ag = ADRB2 beta-arrestin recruitment; P07550; HTLA Tango cells, beta-arrestin recruitment, luciferase luminescence, 18 h; Potency, µM (titrated, usually from 46.1 µM), without a hit: at the top dose activation, most hits filed as activators; 44,000 tested, under 10 active;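 note: potency is the fitted concentration of half-maximal effect; 0% = DMSO and full agonism = EC100 isoproterenol or metaproterenol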
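Receptor–beta-arrestin recruitment read by tTA-responsive luciferase: compound titrations (up to 46 µM) incubated 18 h with Tango cells, then luminescent substrate 15 min at room temperature. Concentration-response fits classified by r2, efficacy and activity.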
NTMT1 inh = blocks human N-terminal methyltransferase 1 activity; Q9BV86; NTMT1 MTase-Glo SAH luminescence, purified enzyme; Potency, µM (top dose mostly 114 µM), without a hit: at the highest dose activity change, negative = inhibition, most hits filed as inhibitors; 59,000 compounds, 2.5% hits; AID 1645870;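 note: potency is the fitted concentration of half-maximal effect; plate controls were DMSO vehicle for no effect and no enzyme for full effect; nearly all actives have a fitted effect of over 65% in size; many of its hits are not listed in these tables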
Target sequence (Q9BV86 whole entry, looked up): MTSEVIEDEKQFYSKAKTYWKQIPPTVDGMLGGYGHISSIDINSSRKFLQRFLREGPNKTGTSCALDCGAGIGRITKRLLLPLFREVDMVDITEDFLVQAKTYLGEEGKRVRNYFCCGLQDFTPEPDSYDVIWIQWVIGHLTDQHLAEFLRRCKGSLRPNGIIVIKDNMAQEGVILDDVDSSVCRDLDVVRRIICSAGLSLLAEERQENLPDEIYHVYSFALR
Starred values were filed as active, the others as inactive; ? = inconclusive; / = no result given; [ ] = dose if it differs, or a comment. Calls come from the whole dose curve; as a rule, active = well fitted curve in the direction sought with a large enough effect; inconclusive = small, poorly fitted or top-dose-only effect, or another doubt; inactive = no such curve, though single readings can be large; an effect the other way counts as inactive or inconclusive. Only part of the results is shown. The share of hits here may be higher or lower than overall.

item	SMILES	p53null 32C kill	p53null 39C kill	GALK inh	PTAP-TSG101 blk	FH mod	B2AR arrestin ag	NTMT1 inh
1	N#C/C(=C\c1ccc(O)cc1)C(=O)NCC1CCCO1 (stereo unspecified)	-1%	14%	-1%	-4%	-4%	1%	-4%
2	CCOc1ccccc1CNCCNC(=O)c1nonc1N	-10%	-8%	2%	-6%	-36%	0%	-1%
3	CCC(C)c1ccc(OCC(=O)Nc2cccc3ccc(C)nc23)cc1 (stereo unspecified)	-3%[9.22 µM]	-2%	1%	7%	?	0%	7%
4	COc1ccc(-c2noc(CSc3nc4ccccc4[nH]3)n2)cc1OC	12%	-10%	-2%	1%	-18%	0%	-4%
5	Cc1cc(C)cc(-n2c(C)cc(C(=O)C(=O)Nc3nnc(C)s3)c2C)c1	2%	0%	?	-10%	-3%	1%	20%
6	O=C(CCS(=O)(=O)c1nc(-c2ccc3c(c2)OCO3)cc(C(F)(F)F)n1)Nc1ccccc1C(F)(F)F	?	57%[activator]	5%	0%	?	0%	3%
7	O=C(/C=C\c1ccccc1)NC1CC(=O)N(c2ccccc2)C1 (stereo unspecified)	4%	8%	-2%	0%	5%	-4%	2%
8	CCOc1cc(Cl)c(S(=O)(=O)n2cc(C)nc2CC)cc1Cl	25%	-20%	8%	-9%	?	-1%	4%
9	Cc1c(/C=C(\C#N)C(=O)Nc2cccc(Cl)c2)c2ccccc2n1Cc1ccccc1	1%	0%	-15%	45%[activator]	-21%	0%	3%
10	Cn1c(NCCO)nc2c1c(=O)n(Cc1cccc(F)c1)c(=O)n2C	-4%	-1%	-1%	-5%	-4%	0%	8%
11	O=C(CCC1N=C2c3ccccc3N=C(SCc3cccc(Cl)c3)N2C1=O)NCCc1ccccc1 (stereo unspecified)	35%[activator]	32%[activator]	-2%	-3%	-25%	1%	0%
12	COc1cc2nc(NCc3ccccc3)n3nc(-c4ccccc4)nc3c2cc1OC	0%	-8%	5%	0%	-12%	-2%	12%
13	COC(=O)c1ccc2c(c1)N(Cc1ccccc1)C(=O)c1ccccc1S2(=O)=O	10%	-9%	0%	2%	-12%	-1%	-17%
14	Cc1cccc(C(=O)Nc2nc3nc(-c4ccccc4)cc(=O)n3[nH]2)c1	-4%	-25%	-8%	2%	-14%	-1%	13%
15	Cc1sc2ncn(CC(=O)Nc3ccc(F)cc3F)c(=O)c2c1S(=O)(=O)N1CCC(C)CC1	-11%	-8%	0%	0%	4%	-2%	-2%
16	COC(=O)c1ccccc1NC(=O)c1c(C)oc2ncn(C)c(=O)c12	-3%	7%	-1%	-2%	-3%	0%	4%
17	CCCNC(=O)c1ccc2c(c1)sc1nc(-c3ccc(C)cc3)cn12	3%	8%	-12%	-2%	2%	-1%	14%
18	COc1ccc(OC)c(NC(=O)CSc2cn(CC(=O)N3CCOCC3)c3ccccc23)c1	-7%	-22%	3%	-1%	?	0%	-4%
19	COc1cc(C2C(C(=O)Nc3ccc(C)cc3C)=C(C)Nc3nc4ccccc4n32)cc(OC)c1OC (stereo unspecified)	2%	-3%	6%	0%	-2%	0%	6%
20	CCc1ccc(Nc2nc(-c3cc4cccc(OC)c4oc3=O)c(CC)s2)cc1	2%	8%	0%	2%	-29%	?	0%
21	COc1ccc(Nc2nc(N)nc(N)c2S(=O)(=O)c2ccccc2)cc1	33%[activator]	-12%	0%	-15%	-22%	0%	-2%
22	CCn1c(CN2CCC(C)CC2)nc2cc(NC(=O)COc3ccc(Cl)c(C)c3)ccc21	1%	-8%	1%	1%	-37%	-3%	21%
23	Cc1oc2ccc(O)c(CN3CCN(C)CC3)c2c1C(=O)Nc1ccccc1	2%	27%	9%	-4%	/	0%	/
24	CCn1nnc2cc(C(=O)Nc3cccc(C)c3C)ccc21	3%	-4%	0%	-1%	0%	0%	11%
25	Cc1ccc(-c2nnc(Nc3cccc(O)c3)c3ccccc23)cc1S(=O)(=O)N1CCCCC1	22%	30%[activator]	0%	-10%	/	1%	/
26	CCCCN(C)C(=O)CN1C(=O)c2cccnc2Oc2ccc(Cl)cc21	-4%	-3%	-6%	2%	4%	?	9%
27	CCC1CN(S(=O)(=O)c2cc(-c3cc(C)no3)ccc2OC)c2cc(C)ccc2O1 (stereo unspecified)	5%	14%	-2%	0%	-24%	0%	-5%
28	COc1ccc(NC(=O)CNC(=O)Cn2ccc3ccccc3c2=O)cc1OC	-3%	0%	6%	-2%	-16%	1%	?
29	COc1ccc(Cn2c(SCc3ccc(C(=O)NC4CCCCC4)cc3)nc3cccnc32)cc1	-7%	-11%	1%	3%	-18%	1%	-16%
30	Cc1c(C(=O)N(Cc2ccc(N(C)C)cc2)CC2CCCO2)oc2ccccc12 (stereo unspecified)	9%	-12%	0%	-4%	-15%	-1%	-7%

Next section:
item	SMILES	p53null 32C kill	p53null 39C kill	GALK inh	PTAP-TSG101 blk	FH mod	B2AR arrestin ag	NTMT1 inh
31	Cc1noc2ncnc(N3CCCC(C(=O)Nc4cc(F)ccc4F)C3)c12 (stereo unspecified)	-5%	-13%	-2%	-6%	-11%	1%	-5%
32	COc1cccc(C(=O)NC(c2ccc(Cl)cc2)c2cc(Cl)c3cccnc3c2O)c1 (stereo unspecified)	?	-5%	0%	-1%	-6%	3%	10%
33	COc1ccc(CCNc2ncnc3c2cnn3-c2ccc(F)cc2)cc1	-8%	-3%	0%	0%	9%	0%	5%
34	CCOc1ccc(CNC(=O)CN2C(=O)CCn3nc(-c4cn(C)c5ccccc45)cc32)cc1OC	-6%	?	-1%	0%	0%	0%	-5%
35	COc1cccc(CNC(=O)c2cc3c(=O)n(Cc4cccnc4)ccc3nc2C)c1	13%	-7%	3%	-4%	-10%	0%	-4%
36	COc1ccc(NC(=O)c2sc3nc[nH]c(=O)c3c2C)cc1Cl	-2%	12%	0%	-1%	-1%	0%	8%
37	CCOc1sc2nc(C)n(CC(=O)Nc3cccc(C)c3)c(=O)c2c1C	-2%	0%	-3%	4%	-4%	1%	-1%
38	COc1cc(/C=C(\C#N)c2nc3ccc(C)cc3[nH]2)ccc1OCc1ccc(C)cc1	?	13µM*	-19%	3%	4%	0%	13%
39	CCOc1ccc2nc(NC(=O)c3nc(SC(C)C)ncc3Cl)sc2c1	-13%	-29%	-3%	2%	-4%	-2%	11%
40	COc1ccc(OC)c(CCNc2ncnc3onc(-c4ccc(F)cc4)c23)c1	9%	4%	1%	0%	-18%	1%	?
41	COc1cccc(C(=O)Nc2ccccc2OCc2cc(=O)n3cc(C)ccc3n2)c1	-5%	3%	0%	4%	2%	0%	2%
42	COc1cccc(OC)c1C(=O)Nc1ccc(S(=O)(=O)Nc2nccc(C)n2)cc1	1%	4%	4%	1%	4%	1%	-5%
43	COc1cc(OC)c(NC(=O)CCn2cccn2)cc1Cl	-2%	13%	-1%	-8%	-4%	0%	-7%
44	CCOC(=O)c1c(C)oc2nc(C)nc(NCCCN3CCN(c4ccccc4)CC3)c12	0%	7%	2%	0%	?	0%	4%
45	COc1ccc(N2C(=O)CSC23C(=O)N(Cc2cccc(C(F)(F)F)c2)c2ccccc23)cc1 (stereo unspecified)	17%	59%[activator]	3%	-7%	-17%	0%	25%
46	O=C(Cn1c(-c2cccs2)cc2cc(F)ccc21)NCCCN1CCN(c2ccccc2F)CC1	-7%	-16%	2%	-9%	-9%	-1%	12%
47	COc1ccc(C(=O)CN2C(=O)N(c3ccc(C(C)=O)cc3)S(=O)(=O)c3ccccc32)cc1	-6%	1%	1%	-3%	-7%	-1%	-9%
48	CC(C)CCNC(=O)C1CCC(CNS(=O)(=O)c2cccc3nsnc23)CC1 (stereo unspecified)	-3%	-2%	8%	5%	-24%	0%	1%
49	COc1ccc(OC)c(CNC(=O)c2ccc(C)c(NC(=O)c3nsc4ccccc34)c2)c1	2%	?	-2%	0%	-14%	0%	0%
50	Cc1cccc(-n2ncc(C(=O)N3CCN(Cc4ccccc4)CC3)c2C2CCN(C(=O)OC(C)(C)C)CC2)c1	6%	-6%	2%	-1%	4%	0%	18%
51	Cc1ccc(-c2ccc(CCC(=O)O)n2-c2cccc(O)c2)cc1	-2%	-17%	-2%	-1%	-31%	-2%	79µM*
52	COc1cc(NC(=O)c2ccc3c(Cl)c4c(nc3c2)CCC4)cc(OC)c1OC	?	13%	-9%	0%	-3%	7%	-4%
53	CCOC(=O)CSc1nc2sc3c(c2c(=O)n1Cc1ccccc1)CC(C)CC3 (stereo unspecified)	1%	28%	-2%	0%	-9%	-2%	14%
54	CCOc1ccc(NC(=O)CSc2nc3c(c(=O)[nH]2)CCCC3)cc1	-2%	24%	-9%	-2%	-11%	?	5%
55	O=C(COc1ccccc1)NCCc1csc(-c2cccc(F)c2)n1	-5%	-12%	4%	-3%	-26%	2%	-2%
56	CCN(C(=O)Cn1nnc2sc(-c3ccccc3)cc2c1=O)c1cccc(C)c1	8%	4%	0%	7%	-14%	0%	-15%
57	O=C(NCc1ccccc1)c1nc(S(=O)(=O)Cc2ccc(F)cc2)ncc1Cl	-9%	?	-4%	1%	-2%	-2%	12%
58	CCOC(=O)c1c(NC(=O)c2cc(C(C)C)on2)sc(C)c1C	-2%	19%	-1%	-1%	-28%	0%	-2%
59	Cc1ccc(C)c(Oc2c(C(F)(F)F)oc3c(CN4CCN(C)CC4)c(O)ccc3c2=O)c1	-25%	7%	3%	-2%	-1%	1%	-5%
60	O=C(Nc1ccc(F)c(Cl)c1)Nc1c[nH]c(=O)[nH]c1=O	-2%	4%	1%	-6%	-28%	-1%	?

Full records, quoted from the list. Order of screens: p53null 32C kill | p53null 39C kill | GALK inh | PTAP-TSG101 blk | FH mod | B2AR arrestin ag | NTMT1 inh
Results for O=C(Cn1c(-c2cccs2)cc2cc(F)ccc21)NCCCN1CCN(c2ccccc2F)CC1 : -7% | -16% | 2% | -9% | -9% | -1% | 12%
Results for COc1ccc(NC(=O)c2sc3nc[nH]c(=O)c3c2C)cc1Cl : -2% | 12% | 0% | -1% | -1% | 0% | 8%
Results for COc1ccc(OC)c(CCNc2ncnc3onc(-c4ccc(F)cc4)c23)c1 : 9% | 4% | 1% | 0% | -18% | 1% | ?

Going on with the list:
item	SMILES	p53null 32C kill	p53null 39C kill	GALK inh	PTAP-TSG101 blk	FH mod	B2AR arrestin ag	NTMT1 inh
61	Cc1ccc(CN(C(=O)COc2ccccc2Cl)c2ccccn2)o1	?	?	3%	-1%	-8%	-2%	?
62	Cc1ccc(C)c(N2CCN(CCCNC(=O)Cn3ncc4c([nH]c5ccccc54)c3=O)CC2)c1	-8%	-3%	-4%	-2%	1%	-1%	11%
63	COc1ccc(-c2nc3ccccc3s2)cc1NC(=O)COc1ccc(C)cc1	12%	?	0%	-9%	-3%	1%	11%
64	O=C(CCn1cnc2ccccc2c1=O)NCc1ccccc1Cl	-3%	10%	-1%	-1%	-21%	0%	8%
65	Cc1cc(C)cc(-n2ccn(CC(=O)c3ccc(F)cc3)c(=O)c2=O)c1	3%	-3%	5%	-1%	?	0%	9%
